NSD2 HMT inh: blocks human histone methyltransferase NSD2 | O96028 | NSD2 peptide methylation, AlphaScreen, 120 min | inhibition, % at 12.5 µM | 0.54% of 310,000 active | AID 743445; in the data active means inhibition above about 50%
Target sequence (O96028 whole entry, looked up): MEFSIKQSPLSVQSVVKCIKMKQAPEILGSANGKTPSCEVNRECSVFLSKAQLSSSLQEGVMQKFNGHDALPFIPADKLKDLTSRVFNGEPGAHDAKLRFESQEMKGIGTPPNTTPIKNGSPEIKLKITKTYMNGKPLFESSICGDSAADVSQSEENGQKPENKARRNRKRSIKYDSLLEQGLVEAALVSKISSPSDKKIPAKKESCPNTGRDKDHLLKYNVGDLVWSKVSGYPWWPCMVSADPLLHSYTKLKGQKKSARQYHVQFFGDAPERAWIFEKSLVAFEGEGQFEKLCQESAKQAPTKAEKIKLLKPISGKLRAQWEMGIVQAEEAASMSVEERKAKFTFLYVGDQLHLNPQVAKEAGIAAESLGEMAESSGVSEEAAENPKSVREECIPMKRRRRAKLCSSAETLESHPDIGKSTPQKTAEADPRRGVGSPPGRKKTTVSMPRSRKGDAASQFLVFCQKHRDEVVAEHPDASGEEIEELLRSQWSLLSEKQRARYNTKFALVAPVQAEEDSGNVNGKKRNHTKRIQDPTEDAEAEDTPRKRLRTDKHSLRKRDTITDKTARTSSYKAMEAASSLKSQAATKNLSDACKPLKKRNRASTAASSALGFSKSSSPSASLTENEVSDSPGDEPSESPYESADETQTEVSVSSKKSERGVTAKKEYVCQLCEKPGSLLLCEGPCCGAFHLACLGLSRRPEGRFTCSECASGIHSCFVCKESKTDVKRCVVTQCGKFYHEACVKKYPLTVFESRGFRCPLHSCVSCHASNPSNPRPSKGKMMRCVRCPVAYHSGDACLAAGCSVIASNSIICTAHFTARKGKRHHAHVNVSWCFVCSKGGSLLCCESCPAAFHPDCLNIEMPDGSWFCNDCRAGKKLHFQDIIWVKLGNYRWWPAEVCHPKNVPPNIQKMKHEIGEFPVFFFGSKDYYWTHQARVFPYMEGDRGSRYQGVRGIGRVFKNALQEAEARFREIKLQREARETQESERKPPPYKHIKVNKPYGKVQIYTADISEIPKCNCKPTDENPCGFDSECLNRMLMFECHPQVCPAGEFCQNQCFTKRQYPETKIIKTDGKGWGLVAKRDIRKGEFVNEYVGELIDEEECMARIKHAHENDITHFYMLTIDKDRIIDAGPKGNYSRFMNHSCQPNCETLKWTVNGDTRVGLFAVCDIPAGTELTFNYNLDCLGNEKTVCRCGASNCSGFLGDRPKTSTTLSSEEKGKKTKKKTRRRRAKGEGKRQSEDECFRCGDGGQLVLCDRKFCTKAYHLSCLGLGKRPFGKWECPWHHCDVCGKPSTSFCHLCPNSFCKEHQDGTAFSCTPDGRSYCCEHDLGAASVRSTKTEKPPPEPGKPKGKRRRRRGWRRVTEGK
* marks the source's active call; other numbers are inactive results. The list is partial; the hit share may differ from the screen's.

SMILES	NSD2 HMT inh
COc1ccc(CN2C[C@@H](CO)O[C@@H](n3cnc4c(NCCCO)ncnc43)C2)cc1	-2
CN(Cc1ccccc1)C(=O)OCc1cn(Cc2cccc(F)c2F)nn1	-1
Cn1c(=O)c2cc(NC(=S)NCc3ccccc3F)ccc2n1Cc1cccc(C(F)(F)F)c1	16
Cc1cccc(Cn2cc(COC(=O)N(C)Cc3ccccc3)nn2)c1	-3
CCOC(=O)C1(C)CCN1C(=O)c1ccc(C(F)(F)F)cc1 (centres undefined)	-1
COc1cccc(-c2cnc(C(O)c3ccc(C(C)(C)C)cc3)[nH]2)c1 (centres undefined)	4
ClN=C1C=CC=CC1=NCl	108*
O=C(NC(c1ccccc1)c1cnccn1)C1CCN(Cc2ccc(Cl)c(Cl)c2)CC1 (centres undefined)	-1
O=C(NCc1cccs1)c1csc([C@@H]2O[C@H](CO)[C@H](O)[C@H](O)[C@H]2O)n1	-3
Cc1ccc2c(c1)C1(SC(C)C(=O)N1c1ccc(Cl)cc1)C(=O)N2 (centres undefined)	14
CCNC(=O)C1(C)CCN(C(=O)c2ccc3ccccc3c2)C1 (centres undefined)	-2
CCNC(=O)C1(C)CCN(C(=O)c2cccc(OC(F)(F)F)c2)C1 (centres undefined)	1
Cc1noc(C)c1C(=O)N1CCCC(C)(C(=O)NS(=O)(=O)C2CC2)C1 (centres undefined)	0
COc1cc(NC(=O)c2ccc(-c3cn[nH]c3)c3ccoc23)cc(OC)c1OC	30
c1coc(-c2cc3nc(NCc4ccc5c(c4)OCO5)ccn3n2)c1	-1
CC(C)CC(NC(=O)OCc1ccccc1)C(=O)NC(Cc1c[nH]c2ccccc12)C(=O)O (centres undefined)	-3
Cc1ccc(C=NNC(=O)CSc2nc3sc4c(c3c(=O)n2-c2ccccc2)CCCC4)s1	-14
CC(C)Nc1nc(NCCOc2ccccc2)c2sccc2n1	1
Cc1noc(C)c1S(=O)(=O)NC(=O)C1(C)CCN1C(=O)C1(c2ccc(Cl)cc2)CCC1 (centres undefined)	-2
COc1ccccc1C(=O)N1CCN(C(=O)[C@H]2O[C@@H](n3cnc(C(N)=O)n3)[C@H](O)[C@@H]2O)CC1	-2
COc1ccc(Cl)cc1-c1noc([C@@H]2O[C@H](CO)[C@@H](O)[C@H]2O)n1	-7
O=C(Nc1nnc([C@@H]2C[C@H](O)[C@@H](CO)O2)s1)Nc1cccc2c1CCCC2	1
CCCCc1ccc(S(=O)(=O)NC(=O)C2(C)CCN2C(=O)CC2CC2)cc1 (centres undefined)	0
CCNC(=O)C1CCCN(C(=O)c2ccc3snnc3c2)CC1 (centres undefined)	-4

Already shown: entries from further up.
SMILES	NSD2 HMT inh
O=C(NC(c1ccccc1)c1cnccn1)C1CCN(Cc2ccc(Cl)c(Cl)c2)CC1 (centres undefined)	-1
O=C(NCc1cccs1)c1csc([C@@H]2O[C@H](CO)[C@H](O)[C@H](O)[C@H]2O)n1	-3
Cc1ccc2c(c1)C1(SC(C)C(=O)N1c1ccc(Cl)cc1)C(=O)N2 (centres undefined)	14
CCNC(=O)C1(C)CCN(C(=O)c2ccc3ccccc3c2)C1 (centres undefined)	-2
CCNC(=O)C1(C)CCN(C(=O)c2cccc(OC(F)(F)F)c2)C1 (centres undefined)	1
Cc1noc(C)c1C(=O)N1CCCC(C)(C(=O)NS(=O)(=O)C2CC2)C1 (centres undefined)	0
COc1cc(NC(=O)c2ccc(-c3cn[nH]c3)c3ccoc23)cc(OC)c1OC	30
c1coc(-c2cc3nc(NCc4ccc5c(c4)OCO5)ccn3n2)c1	-1
CC(C)CC(NC(=O)OCc1ccccc1)C(=O)NC(Cc1c[nH]c2ccccc12)C(=O)O (centres undefined)	-3
Cc1ccc(C=NNC(=O)CSc2nc3sc4c(c3c(=O)n2-c2ccccc2)CCCC4)s1	-14
CC(C)Nc1nc(NCCOc2ccccc2)c2sccc2n1	1
Cc1noc(C)c1S(=O)(=O)NC(=O)C1(C)CCN1C(=O)C1(c2ccc(Cl)cc2)CCC1 (centres undefined)	-2
COc1ccccc1C(=O)N1CCN(C(=O)[C@H]2O[C@@H](n3cnc(C(N)=O)n3)[C@H](O)[C@@H]2O)CC1	-2
COc1ccc(Cl)cc1-c1noc([C@@H]2O[C@H](CO)[C@@H](O)[C@H]2O)n1	-7

Additional structures:
SMILES	NSD2 HMT inh
CC(=O)NC(c1ccc(F)c(F)c1)c1nc(-c2cc3ccccc3o2)cs1 (centres undefined)	-4
CCCNC(=O)c1cc(C2CCCCN2C(=O)c2ccc(C#N)cc2)on1 (centres undefined)	-2
CCOC(=O)c1ccc(C#Cc2ccc3c(c2)C(C)(C)CCS3)nc1	-9
CN(CCc1ccccc1)C(=O)c1ccc2c(c1)ncn2C1CCCCC1	2
Cc1ccc2nc(-c3ccc(NC(=O)CSc4nnc(-c5cc(C)[nH]n5)n4N)cc3)sc2c1	-2
Cc1oc(-c2ccc(F)cc2)cc1-c1nn2c(-c3ccco3)nnc2s1	7
Nn1c(SCC(=O)Nc2ccccc2-c2ccccc2)nnc1-c1cc(-c2ccc(Cl)cc2)n[nH]1	1
CCCCC(=O)N(C)c1c(CC)nc2c(OCCOc3ccccc3)cccn12	9
CC1(C(=O)NS(=O)(=O)c2ccccc2Cl)CCN1C(=O)Cc1ccccc1Cl (centres undefined)	-2
COC(=O)c1cc2c(c3c4cc(F)ccc4n(S(=O)(=O)c4cccc(C)c4)c13)C(=O)N(Cc1ccco1)C2	0
CC(C)C(N)c1csc(Nc2ccc(C(=O)N(C)Cc3ccccc3)cn2)n1 (centres undefined)	8
CCc1nc2c(OCCC3CCCCC3)cccn2c1N(C)C(=O)C1CC1	1
CCCNC(=O)C1(C)CCCN(C(=O)Cc2ccc3ccccc3c2)C1 (centres undefined)	-3
CCNC(=O)C1(C)CCCN(C(=O)c2ccccc2Br)C1 (centres undefined)	-4
Cc1ccc2c(c1)-c1c(cnn1CC(=O)NCCc1cccc(F)c1)CO2	2
CC(=O)c1cccc(NC(=O)C2Cc3c(-c4ccco4)ccnc3O2)c1 (centres undefined)	-1
OCc1cccc(-c2csc(C(O)c3ccco3)n2)c1 (centres undefined)	-1
COc1ccc(C2OCCNC3C2C(=O)N(Cc2ccc(OC)cc2OC)C3Cc2ccccc2)cc1 (centres undefined)	0
COc1ccc(NC(=O)C2Cc3c(-c4cccc(C(N)=O)c4)ccnc3O2)cc1 (centres undefined)	0
COc1ccc(NC(=O)C2Cc3c(-c4ccccc4)ccnc3O2)cc1OC (centres undefined)	1
CC1=C(C(=O)N2CCCCCC2)CC(CC(=O)NCCc2ccccn2)C(=O)N1Cc1ccc(C(C)(C)C)cc1 (centres undefined)	2
COc1ccc(CNC(=O)c2ccc(-n3ccnc3)c3ccoc23)cc1OC	32
O=C(Cn1cc(COc2ccc(-n3cccc3)cc2)nn1)NS(=O)(=O)c1ccccc1C(F)(F)F	17
CC(C)Nc1ncnc2c1ncn2[C@H]1CN(CCN2CCOCC2)C[C@@H](CO)O1	2
CCc1ccc(CNCC(=O)N2CCC3(CC2)OCCO3)s1	6
OCc1ccc(-c2cccc3nccn23)cc1	-3
CCN(CC)CCCNC(=O)CSc1nc2cccnc2n1C	21
CC(C)(C)NC(=O)C(c1ccccc1F)n1c(=O)c(-c2ccccc2)nc2ccccc21 (centres undefined)	0
CC1(C(=O)NS(=O)(=O)c2cccc(F)c2)CCN1C(=O)c1cccc(F)c1 (centres undefined)	-2
COc1ccc(CC(N)c2csc(NC(=O)c3ccccc3)n2)cc1 (centres undefined)	1
COCCNC(=O)C1CCCN(C(=O)Cc2cccc3ccccc23)CC1 (centres undefined)	2
CSc1nn(CCC#N)c(=O)[nH]c1=O	0
COc1ccc(NC(=O)C2(C)Cc3c(-c4ccc(N(C)C)cc4)ccnc3O2)cc1 (centres undefined)	3
CC(C)C[C@H](NC1(C(=O)NCCc2c[nH]c3ccccc23)CCOCC1)C(=O)NCCCc1ccccc1	2
Cc1cc(C(=O)NN=C/C=C/c2ccco2)n[nH]1	10
O=C(Nc1ccc(F)cc1)Nc1nnc([C@@H]2C[C@H](O)[C@@H](CO)O2)s1	0
CC1(Cc2ccc(F)cc2)C(=O)Nc2c(Cl)ccc(Cl)c21 (centres undefined)	5
CC(NCc1ccco1)C(=O)N1CCN(c2cccc(C(F)(F)F)c2)CC1 (centres undefined)	4
O=C(NCc1ccccc1)c1cc(C2CCCN(S(=O)(=O)c3cccc4cccnc34)C2)on1 (centres undefined)	0
CCC(C)N(C(=O)CSc1nnc(-c2cc(OC)c(OC)c(OC)c2)o1)C(C)CC (centres undefined)	-3
OC[C@@H]1CN(C2CCCC2)C[C@H](n2cnc3c(N4CCCC4)ncnc32)O1	-1
CCN(Cc1ccccc1)C(=O)Nc1c(Cl)cccc1Cl	2
Cc1cnc(CNC(=O)c2csc([C@H]3C[C@H](O)[C@@H](CO)O3)n2)cn1	1
Cc1ccccc1-c1nnc2n1N=C(c1ccc(O)c(O)c1)CS2	69*
Cn1c(NCc2cccnc2)nc2cc(-c3cccc(C(F)(F)F)c3)sc2c1=O	4
Cc1cccn2c(=O)c3cc(C(=O)Nc4ccc(N(C)C)cc4)n(C)c3nc12	-2
CCc1nc2ccc(C(=O)N(C)CCN(C)C)cn2c1N(CC)CCOC	-3
CC(C)(C)c1ccc(S(=O)(=O)NC(=O)C2(C)CCN2C(=O)C2CC2)cc1 (centres undefined)	-3
COc1ccccc1-c1csc(C(O)c2ccccc2)n1 (centres undefined)	-2
CCc1c(-c2ccccc2F)ncn1CCc1ccccc1OC	6
COc1ccc(-c2cc(NC=O)c3ncc(-c4cnn(C)c4)n3c2)cc1	3
CN(C)c1cccc2c(S(=O)(=O)NCC3CCN(C(=O)C(=O)c4cc5ccccc5o4)CC3)cccc12	-1
Cn1c(=O)c2cc(NC(=O)Cc3cccc4ccccc34)ccc2n1-c1ccccc1	3
CC1(Oc2cccc(F)c2)CCN(Cc2ccc3ccccc3c2)C1 (centres undefined)	-2
CC(C)CN1CCC1(C)C(=O)Nc1cc(-c2ccccc2)nn1C (centres undefined)	-1
CC(=O)Nc1ccc(-c2ccnc3c2CC(C(=O)NCCC(F)(F)F)O3)cc1 (centres undefined)	-5
Cc1ccnc(NC(=O)c2cccc(NC(=O)c3ccccc3F)c2)c1	-2
Cc1ccc(C(O)c2ncc(-c3cccc4ccccc34)[nH]2)cc1F (centres undefined)	13
COc1ccc(-c2ccc(-c3noc(-c4ccc(OC)c(OC)c4)n3)c(OC)n2)cc1	-8
CCc1nc2c(OCc3cccc(OC)c3)cccn2c1N(C)C(=O)c1ccc(OC)cc1	2

Next section
SMILES	NSD2 HMT inh
O=C(c1cc(F)ccc1F)N(Cc1ccccn1)CC1CCCO1 (centres undefined)	-1
C#Cc1ccc(NC(=O)C2(C)CCN2C(=O)C/C=C/c2ccccc2)cc1 (centres undefined)	-1
COCCNC(=O)C1CCCN(C(=O)c2cc(C)nn2C(C)(C)C)CC1 (centres undefined)	-3
O=NN(C(=O)NCc1cccnc1)C1CCCCC1	-5
Cc1cccnc1C(NC(=O)C1CCN(Cc2ccc(Cl)cc2)CC1)c1ccccc1 (centres undefined)	2
O=C(Nc1ccc2c(c1)OCO2)C1Cc2c(-c3ccc4c(c3)OCO4)ccnc2O1 (centres undefined)	7
COc1cc(C(O)c2nc(-c3cccc(C(F)(F)F)c3)cs2)ccc1F (centres undefined)	-3
Cc1ccc(OCc2nnc(SCC(=O)c3ccc4ccccc4c3)n2-c2ccc(Cl)cc2)cc1	1
CC(C)(C)c1ccc(C#C[C@@H]2C=C[C@@H](O)[C@@H](CO)O2)cc1	0
CCN(CC)C(=O)c1ccc2c(c1)NC(=O)C(C)(C)O2	-9
O=C(NCc1cccc(F)c1)Nc1nnc([C@H]2C[C@H](O)[C@@H](CO)O2)s1	-3
COc1cccc(CN2CCC2(C)C(=O)Nc2cnc3ccccc3c2)c1F (centres undefined)	-2
COc1cc(CN2C[C@@H](CO)O[C@@H](n3cnc4c(NCCN(C)C)ncnc43)C2)cc(OC)c1OC	2
COc1ccccc1-c1csc(C(O)c2ccc(F)c(F)c2)n1 (centres undefined)	2
COc1ccc(CN2CCC(C)(Oc3cccc(F)c3)C2)c2ccccc12 (centres undefined)	17
CCCCN(C)c1c(C)nc2ccc(C(=O)N(C)CCN(C)C)cn12	-1
CC1=C(C(=O)N(C(C)C)C(C)C)CC(CC(=O)NCC2CCCCC2)C(=O)N1Cc1ccc(C(C)(C)C)cc1 (centres undefined)	1
CCOc1ccc(C(=O)Nc2cccc(C(=O)Nc3cc(C)ccn3)c2)cc1	-1
OC(c1ccc(Cl)c(F)c1)c1ncc(-c2ccc(Cl)cc2)[nH]1 (centres undefined)	-4
CC(=O)N1CCc2cc(S(=O)(=O)NC3CCN(C(=O)CCl)CC3)ccc21	0
CC(O)(c1ccccc1)c1nc(-c2ccccc2)cs1 (centres undefined)	-2
O=C1c2[nH]nc(-c3ccccc3)c2C(c2ccccc2)N1c1ccccc1 (centres undefined)	1
COc1ccc(C(C)(O)c2nc(-c3ccccc3C)cs2)cc1 (centres undefined)	-3
CSc1ccc(NC(=O)C2(C)CCN2C(=O)c2cc(C)n(C)n2)cc1 (centres undefined)	1
CN(C)CCNC(=O)c1cccc(-c2cnc3c(NC=O)cc(-c4cccc(F)c4)cn23)c1	2
O=C(Nc1cccc(F)c1)N1CCc2nc(NCc3cccc(Oc4ccccc4)c3)ncc2C1	-1
Cc1cc(O)ccc1Nc1cc(-c2cccc(N(C)C)c2)ncn1	7
O=C(Nc1ccc(Cl)c(C(F)(F)F)c1)C1Cc2c(-c3ccccc3Oc3ccccc3)ccnc2O1 (centres undefined)	0
O=C(O)C(=Cc1ccccc1Cl)c1ccccc1	-1
COCCNc1nc(NCc2cccc(OC)c2)c2sc(-c3ccccc3)cc2n1	-6
O=C(Nc1ccc(F)cc1)OCc1cn(Cc2c(F)cccc2F)nn1	1
CN(C)Cc1ncccc1Oc1nc2cc(-c3cccc(Cl)c3)sc2c(=O)n1C	-2
